Bioassay records from PubChem BioAssay.
MITF act: activators of MITF-driven TRPM1 promoter reporter, primary screen, cell-based, SK-MEL-5, luciferase, single point; SK-MEL-5 TRPM1-promoter luciferase, 24 h; % of positive control, neutral wells = 0; activation, % at 12.5 µM; actives 0.75% (n = 300,000); AID 588334, 2011;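 active means mean activation of at least 80% with every replicate also reaching 80%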;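 further: 0% = neutral control wells and 100% = parthenolide positive control wells; values of inactives mirror those of a sister screen read the other way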
SR-BI HDL uptake: inhibitors of SR-BI mediated HDL lipid uptake, primary screen, ldlA[mSR-BI] cells, fluorescence, single point; ldlA[mSR-BI] CHO cells, DiI-HDL uptake fluorescence, 3 h; Scavenger receptor class B member 1 (Mus musculus), Q61009; inhibition, % at 12.5 µM; actives 0.96% (n = 320,000);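 active means mean replicate inhibition of at least 70% and a set share of replicates each scoring 70 or more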;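 further: 0% = median of neutral control wells and 100% = median of positive control wells; values of inactives mirror those of a sister screen read the other way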
Target sequence (Q61009 whole entry, looked up): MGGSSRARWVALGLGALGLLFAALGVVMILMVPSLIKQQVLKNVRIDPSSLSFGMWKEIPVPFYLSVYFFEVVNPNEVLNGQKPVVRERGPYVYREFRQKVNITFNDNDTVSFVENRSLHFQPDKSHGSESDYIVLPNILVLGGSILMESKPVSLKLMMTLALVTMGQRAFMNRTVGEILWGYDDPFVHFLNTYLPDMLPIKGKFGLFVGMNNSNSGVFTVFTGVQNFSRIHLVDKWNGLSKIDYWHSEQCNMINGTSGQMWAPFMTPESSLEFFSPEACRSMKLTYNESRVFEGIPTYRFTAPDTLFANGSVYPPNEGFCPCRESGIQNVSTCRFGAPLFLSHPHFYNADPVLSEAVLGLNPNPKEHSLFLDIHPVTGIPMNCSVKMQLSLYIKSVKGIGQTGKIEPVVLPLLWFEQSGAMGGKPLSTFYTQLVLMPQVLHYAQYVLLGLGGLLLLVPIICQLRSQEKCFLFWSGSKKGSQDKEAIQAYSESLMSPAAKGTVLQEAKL
Wnt bcat act: Wnt/beta-catenin pathway activators, primary screen, cell-based, plate reader, single point. Wnt/beta-catenin reporter cell assay, activator. activation, % at 9.35 µM. actives 1.2% (n = 300,000); in the data active means activation above about 30%, passing the limit was not always enough;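 further: 0% = neutral control wells and 100% = positive control wells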
Rtt109 Vps75: inhibitors of C. albicans Rtt109/Vps75 HAT, primary screen, biochemical, ThioGlo CoA-SH fluorescence, plate reader; AID 540336, 2011; purified Rtt109/Vps75, 4 h; inhibition, % at 34.9 µM; Histone acetyltransferase RTT109 (Candida albicans (strain SC5314 / ATCC MYA-2876)), …; actives 0.16% (n = 330,000);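 active means inhibition of at least 50% in every replicate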
Target sequence (Q5AAJ8 whole entry, looked up): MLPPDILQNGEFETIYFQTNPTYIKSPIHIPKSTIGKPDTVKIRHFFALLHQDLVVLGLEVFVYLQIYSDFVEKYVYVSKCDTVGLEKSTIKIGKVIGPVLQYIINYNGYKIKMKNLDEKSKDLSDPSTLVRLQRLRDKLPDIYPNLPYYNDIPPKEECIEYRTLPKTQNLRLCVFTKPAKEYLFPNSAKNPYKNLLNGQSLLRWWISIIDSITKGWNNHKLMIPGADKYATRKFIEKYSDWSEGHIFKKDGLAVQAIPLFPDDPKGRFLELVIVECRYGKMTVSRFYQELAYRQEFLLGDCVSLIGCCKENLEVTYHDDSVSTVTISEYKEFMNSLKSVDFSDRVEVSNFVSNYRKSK
SR-BI DiI-HDL act: activators of SR-BI mediated DiI-HDL uptake, primary screen, ldlA[mSR-BI] CHO cells, DiI fluorescence; AID 504775, 2011; actives 0.096% (n = 320,000); 3 h; 100 = double the neutral-control signal; activation, % at 12.5 µM;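 active means mean replicate activation of at least 60% and every replicate at or above 60%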;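 further: 0% = median plate neutral-control signal and 100% = twice that signal; values of inactives mirror those of a sister screen read the other way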
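Test system: SR-BI-overexpressing, LDLR-lacking CHO cells; Also added: labelled HDL, 10 µg/mL; Measured by: bottom-read cell fluorescence after medium removal, ex 550/em 595 nm; Timing: 3 h uptake period with compound, 37 °C; Buffer or medium: F12, 0.5% BSA, 25 mM HEPES; Doses: single compound concentration, delivered by pin transfer.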
dFosB act: activators of delta FosB homodimer, primary screen, biochemical, fluorescence polarization, TAMRA-CDK5 oligo, single point | Protein FosB (Mus musculus), P13346 | purified delta FosB; percent of positive-control signal above neutral wells | activation, % at 25 µM | actives 0.99% (n = 340,000) | AID 493131, 2011;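 active means mean activation above about 17%, with every replicate also reaching it, limit read from the data, passing the limit was not always enough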;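 further: fluorescence polarization rise as delta FosB binds a TAMRA Cdk5 AP-1 oligo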
cardiac RTF act: cardiac RTF calcium sensitivity activators, primary screen, biochemical, IANBD-TnC fluorescence, EC20 calcium; Troponin I, cardiac muscle (Homo sapiens) + Troponin T, cardiac muscle (Homo sapiens) + …; IANBD-labeled TnC RTF fluorescence at EC20 calcium; 0% EC20 calcium, 100% full calcium; activation, % at 7.2 µM; actives 0.24% (n = 340,000);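 active means activation above the mean over all tested compounds plus 3 SD, cut at about 30% in these data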;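 further: rise in fluorescence read as greater calcium sensitivity of cardiac thin filaments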
CDK5 p35 inh: inhibitors of human CDK5/p35 kinase, primary screen, biochemical, single concentration. Cyclin-dependent kinase 5 (Homo sapiens) + Cyclin-dependent kinase 5 activator 1 (Homo …. Recombinant CDK5/p35, ADP-Glo luminescence, 60 min. inhibition, % at 10 µM. actives 0.01% (n = 330,000). AID 488839, 2010;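 active means highest replicate inhibition of at least 50% and at least 75% of replicates reaching 50%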;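 further: plate controls were DMSO neutral control for no effect and GW8510 at 10 µM for full effect; many of its hits are not listed in these tables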
PvdQ acylase: P. aeruginosa PvdQ acylase inhibitors, primary screen, biochemical, fluorescence, plate reader and imaging, single point; purified PvdQ acylase; actives 0.063% (n = 340,000); PvdQ acylase [Pseudomonas aeruginosa LESB58]; inhibition, % at 10 µM; in the data active means inhibition above about 30%, passing the limit was not always enough;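 further: 0% = vehicle neutral wells and 100% = reference inhibitor wells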
HTR5A ag ctr: HTR5A agonists in luminescence cell assay, primary screen, counter-screen for OPRM1-OPRD1 heterodimer agonist project, full-deck HTS | activation, % at 9.3 µM | actives 0.61% (n = 340,000) | cell-based; in the data active means activation mostly above about 9.5%, no sharp cut-off; inactive means mostly below about 7.6%;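 further: 0% = cells with vehicle only and 100% = reference agonist; strong numbers were not always called active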
* hit, by the source's call; x = no result given.

Structure	MITF act	SR-BI HDL uptake	Wnt bcat act	Rtt109 Vps75	SR-BI DiI-HDL act	dFosB act	cardiac RTF act	CDK5 p35 inh	PvdQ acylase	HTR5A ag ctr
CCCCN1C[C@H](COC(=O)CCC)Oc2cccc(F)c2S1(=O)=O	14	-17	0	-2	17	-9	-6	-0.2	-9	1
CCOc1cccc(C(=O)NC(=S)Nc2cccnc2)c1	6	0	x	-5	0	-8	1	0.4	-6	-3
COc1ccc(-n2c(-c3ccc(Br)cc3)n[nH]c2=S)cc1	0	-8	0	1	8	-7	3	3.0	-7	-3
CCn1cc([N+](=O)[O-])c(C(=O)Nc2nc(-c3ccc(C)cc3)c(C)s2)n1	12	30	1	-5	-30	-2	3	-0.6	-1	1
Cc1ccc(C)c(NC(=O)CSc2nc(N)c(NC(=O)c3cccs3)c(=O)[nH]2)c1	x	-36	1	-11	36	33*	-4	1.5	0	3
O=C(NCc1ccccc1Cl)c1ccc(Br)o1	5	-12	-1	-9	12	0	-3	-0.2	0	-6
COc1ccccc1C(CNC(=O)CCNC(=O)c1ccccc1Cl)N1CCCC1 (stereo not drawn)	-6	-56	1	-3	56	8	12	0.0	-2	0
O=C1C(Cl)=C(NCCCN2CCOCC2)C(=O)N1CCc1ccccc1	0	0	x	1	0	0	6	-2.5	-23	-4
CC(C)NC(=O)NC(=O)COc1ncnc2sccc12	x	-8	-1	-8	8	-6	6	-0.8	-2	-3
O=S(=O)(c1ccc(F)cc1)N1CCN(c2nc(-c3ccc(F)cc3)cs2)CC1	2	51	-3	-6	-51	-1	3	-1.0	4	0
COc1ccccc1C(C)NC(=O)CCNC(=O)c1ccc(Cl)cc1 (stereo not drawn)	1	-21	-2	-3	21	-10	0	0.2	-10	-2
CCCCCN(C(=O)CCC(=O)OCC(=O)N(CC)C1CCCCC1)c1c(N)n(CCCC)c(=O)[nH]c1=O	-2	-20	-1	15	20	-16	-3	-1.0	-7	-6
CCOc1cccc(N(C(=O)CCC(=O)Nc2cc(C)on2)C(C(=O)NC(C)(C)C)c2ccc(OC)cc2)c1 (stereo not drawn)	-16	x	-2	18	x	-4	-5	0.0	-6	0
COc1ccc(-n2cc(-c3ccc(Br)cc3)[nH]c2=S)cc1	1	-19	-5	-12	19	-2	6	-2.7	-15	-3
O=C(c1ccco1)N1CCN(C(=O)c2ccco2)C1=S	-6	-20	-8	9	20	1	12	-1.5	-11	3
CCS(=O)(=O)N1CCN(c2ncnc3sc(C)c(C)c23)CC1	-3	12	-1	1	-12	-13	13	-1.1	-16	2
CCOc1ccc(N2C(=O)CC(N3CCc4ccccc43)C2=O)cc1 (stereo not drawn)	x	-1	0	8	1	3	-2	-1.9	-11	2
Cc1nn(Cc2ccccc2)c(Cl)c1C(=O)OC(C)C#N (stereo not drawn)	8	-6	-2	-4	6	-4	-3	-0.4	-11	2
O=C(CCN1C(=O)S/C(=C/c2ccc(F)cc2)C1=O)Nc1ccc(O)c(C(=O)O)c1	1	-9	0	-7	9	-3	2	x	-2	-1
Cc1oc2cc(Br)c(O)c(Br)c2c1C(=O)c1ccccc1	12	3	-1	-1	-3	-4	4	0.2	-11	1
O=C(Cn1c(NCCO)nc2ccccc21)Nc1cccc(S(=O)(=O)N2CCCC2)c1	-17	-9	-5	-3	9	-2	-3	-0.2	-16	x
CCNc1nc(Cl)nc(NC2CCCCC2)n1	31	x	5	-2	x	-9	3	0.1	-11	-1
O=C(Nc1cccc(-c2nnc(-c3ccco3)o2)c1)c1ccccc1	-2	27	-1	-6	-27	-36	x	-0.1	-11	x
O=C(COC(=O)c1cc(S(=O)(=O)N2CCOCC2)ccc1Cl)NCCc1ccccc1	5	11	7	-7	-11	-7	-2	-0.2	-9	-2
Cc1cc(C)cc(OCC(=O)Nc2ccc3c(c2)OCCO3)c1	4	-2	1	9	2	-3	-2	2.4	11	-3
O=[N+]([O-])CC(=Nc1ccc(Cl)cc1)N/N=C\c1oc(O)c2ccccc12	-4	15	6	-1	-15	-16	-4	-2.4	-3	4
COc1ccccc1N1C(=O)S/C(=C\c2ccc(C)s2)C1=O	x	-9	10	1	9	-3	7	-1.5	12	4
Cc1oc(-c2cccc(Cl)c2)nc1CN1CCC(C(=O)NCC2CCCO2)CC1 (stereo not drawn)	x	-1	x	-3	1	0	-1	-0.1	-16	1
Cc1cc(NC(=O)CS(=O)(=O)c2c[nH]c3ccccc23)no1	-4	-5	0	-1	5	-9	0	0.7	-16	6
Cc1ccc(NC2=C(Cl)C(=O)OC2OC(=O)c2ccc(C)cc2)cc1 (stereo not drawn)	-8	-3	-2	2	3	-6	-3	0.2	-5	3
CC(C)(C)c1ccc(OCC(=O)NN2Cc3ccccc3C2=N)cc1	9	-20	14	10	20	0	5	1.6	-5	-2
CCOn1c(=O)c(-c2cccc([N+](=O)[O-])c2)[n+]([O-])c2ccccc21	-4	-14	2	-2	14	4	-4	-2.7	-7	6
O=c1[nH]c(S)nc2sc3c(c12)CCCC3	x	-17	x	11	16	5	0	1.2	-2	1
CSc1nnc(NC(=O)c2ccc(S(=O)(=O)N3CCOCC3)cc2)s1	23	10	10	-4	-10	-5	-2	0.8	-9	3
Cc1ccc2c(C)c(C(=O)N3CCN(c4cnccn4)CC3)oc2c1C	14	-3	-1	1	3	-15	2	1.9	-13	2
COc1cccc(-c2nnc(SCC(=O)N3CC(C)CC(C)C3)o2)c1 (stereo not drawn)	7	17	-3	6	-17	-2	-1	3.5	16	-6
O=C(OCC(=O)N1CCC(c2ccccc2)=N1)c1ccc([N+](=O)[O-])s1	-28	15	1	14	-15	-8	-2	3.1	9	2
Cc1nc(SC(C)C(=O)c2c(N)n(C)c(=O)n(C)c2=O)c2c(C)c(C)sc2n1 (stereo not drawn)	5	1	-5	7	-1	-22	-9	-0.1	2	1
CC(=O)Nc1ccc(S(=O)(=O)N2CCN(C(=O)c3ncoc3-c3ccccc3F)CC2)cc1	x	x	-3	-6	x	-2	-3	-2.8	-14	-3
Cc1cc(=O)oc2c(C)c(OCC(=O)N(C)C)ccc12	x	12	-3	0	-12	-7	0	-1.2	-13	6
O=C(CNC(=O)c1ccccc1)OCC(=O)N1c2ccccc2Sc2ccccc21	-1	-15	x	3	15	-6	-6	1.3	-13	-3
COc1ccc(Nc2ccccc2C(=O)O)cc1	3	-12	-1	18	12	10	x	-2.1	4	x
O=C(Nc1cnn(Cc2ccc(F)cc2)c1)c1cc(-c2cccs2)on1	-4	-23	5	4	23	10	0	0.9	-9	10
CCc1nnc(NC(=O)CCC(=O)NCCc2ccc(OC)c(OC)c2)s1	-17	-35	-2	1	35	2	-2	-0.2	-5	5
Cc1ccsc1C(=O)OCC(=O)NC1CCS(=O)(=O)C1 (stereo not drawn)	3	9	-1	5	-9	7	-4	0.4	-5	-1
CC(=O)c1ccccc1NC(=O)COc1ccc(N(C)S(=O)(=O)c2ccc(C)c(C)c2)cc1	-15	2	-1	7	-2	-6	-3	-0.5	4	7
O=C1c2ccccc2C(=Nc2ccccc2)C1c1cccc(Br)c1 (stereo not drawn)	-2	81*	x	4	-81	-12	-1	1.5	-4	-3
COc1ccc(C)cc1S(=O)(=O)Nc1cccc(-c2cn3cccnc3n2)c1	-1	x	-1	-1	x	-19	-4	-1.8	18	3
CSc1nnc(CCNS(=O)(=O)c2ccc(Br)cc2)n1C	1	-6	-3	-17	6	-5	-1	0.6	-13	0
c1ccc(CNCc2ccco2)cc1	5	-21	1	8	21	7	-1	-0.4	5	-2
COc1ccc(C(=O)NC(=S)NNC(=O)[C@H]2C[C@@H]2c2ccccc2)cc1OC	x	66	-12	7	-66	14	7	3.4	6	2
COc1ccc(/C=C(\NC(=O)c2ccc([N+](=O)[O-])cc2)C(=O)N2CCOCC2)cc1	3	-1	-1	-1	1	-3	10	1.1	-2	0
COc1ccc(CC(=O)OC(C)C(=O)Nc2c(C)n(C)n(-c3ccccc3)c2=O)cc1OC (stereo not drawn)	-3	1	-3	-1	-1	-3	3	1.8	-11	-1
O=C(COc1ccc2ccc(=O)oc2c1)OCc1ccccc1	1	-37	-6	1	37	-7	-6	0.7	-11	12*
CCCCc1nc2sc3c(=O)n(N)cnc3c2c2c1CCCC2	-1	3	-1	-7	-3	-3	-4	0.2	-4	-2
CCCCCC(=O)Nc1ccc(Cl)cn1	64	-39	4	4	39	1	0	-0.6	1	-4
Cc1ccc(NC(=O)CCCC(=O)O)c(Br)c1	0	-17	x	4	17	3	2	0.6	-20	-1
CCn1ncc(/C=N/NS(=O)(=O)c2ccc(Cl)cc2)c1C	-2	-39	x	-4	39	-8	-1	0.1	1	10
COCCSc1nnc(-c2cccc(C#N)c2)n1C	-3	-12	x	30	12	-5	-6	-0.4	3	3
O=C(CCC(=O)N1CCOCC1)NCCc1ccccc1	30	-7	14	1	7	-10	-2	-0.5	-4	4

Next records:
Structure	MITF act	SR-BI HDL uptake	Wnt bcat act	Rtt109 Vps75	SR-BI DiI-HDL act	dFosB act	cardiac RTF act	CDK5 p35 inh	PvdQ acylase	HTR5A ag ctr
COC(=O)c1ccc(NC(=O)CSc2nc(N)c(NC(=O)c3ccc(Br)o3)c(=O)[nH]2)cc1	14	0	3	4	0	10	-1	-4.8	1	0
O=C(COc1ncnc2scc(-c3ccc(Cl)cc3)c12)NCc1ccco1	-4	13	x	-18	-13	-4	-4	1.4	-13	0
Cc1cccc(NC(=O)NNC(=O)c2ccc3ccccc3c2)c1	-5	-8	-2	-4	8	7	-3	1.8	-18	0
CC(SC1CCCC1)C(=O)Nc1ccnn1C(C)C (stereo not drawn)	-12	14	x	-6	-14	6	-2	-1.4	-11	2
CC1(C)CC(=O)C2=C(C1)c1c(ccc3ccccc13)NC2c1ccco1 (stereo not drawn)	-6	30	-1	13	-5	-8	-6	-2.4	-12	6
CCCCCOc1ccc(NC(=O)CSc2cccc3cccnc23)cc1	-18	12	x	2	-12	10	2	0.9	-4	3
CC(C)(C)CC(C)(C)NC(=O)/C=C/C(=O)O	2	-21	0	-8	21	-4	-3	-0.4	5	-1
